Menin MLL FP TR – qHTS Assay for Inhibitors Targeting the Menin-MLL Interaction in MLL Related Leukemias: Competition With Texas Red Labeled MLL-derived Mutant Peptide; O00255; Menin + Texas Red MLL mutant peptide, fluorescence polarization; Potency, µM (highest dose often 61.6 µM), for inactives: at the highest dose FP activity change, negative = inhibition, actives largely listed as inhibitors; 270,000 compounds, 0.23% hits; active = well fitted inhibition curve with a large enough effect in the polarisation, with a control signal flat, not every such curve was filed as active; inconclusive = small, poorly fitted or top-dose-only effect, or effect the other way, or a change in a side signal; inactive = no such curve, though single readings can be large or run the other way; the % refers to the polarisation; also: potency is read from the fitted curve at half-maximal effect; % of control where 0% means no effect; many of its hits are not listed in these tables
BRCA1 expr act – qHTS Assay to Identify Small Molecule Activators of BRCA1 Expression | MCF7-BRCA1-FFLuc reporter, luminescence, 48 h; response scale: scaled: vehicle 0%, 10 µM genistein 100% | 380,000 compounds, 1.1% hits | Potency, µM (series often up to 46.1 µM), inactives show at the highest dose activation, actives largely listed as activators | AID 624202, 2012; also: potency is read from the fitted curve at half-maximal effect; nearly all actives have a fitted effect of over 80% in size; some results filed as inactive show a strong effect at the top dose
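MCF7 cells carrying a BRCA1-firefly luciferase reporter (2000 cells/well, phenol-red free MEM) were attached for 2 h at 37 °C, then given compounds for 48 h. Luminescence was read 15 min after luciferase reagent; activity normalized to genistein (10 microM) and DMSO.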
PKM2 activator – qHTS Assay for Activators of Human Muscle isoform 2 Pyruvate Kinase. purified PKM2, Kinase-Glo ATP luminescence, activation; response scale: 0% is enzyme alone, no compound. Potency, µM (titrated, usually from 57.5 µM), for inactives: at the top dose activation, most hits filed as activators. 260,000 compounds, 0.34% hits. AID 1631, 2009; also: potency is read from the fitted curve at half-maximal effect; % is scaled to controls: 0 for no effect and ±100 for the full control effect; nearly all actives have a fitted effect of over 55% in size
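Kinase-Glo luminescence reports ATP generated from ADP (0.1 mM) and PEP (0.5 mM) by purified hPK-M2 after 1 h at room temperature, pH 7.2 imidazole buffer; intermediate enzyme activity allows detecting inhibitors and activators.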
Giardia killer – Small Molecules that selectively kill Giardia lamblia: qHTS; Giardia lamblia trophozoite viability; activity change, % at 7.66 µM, hits read low; 340,000 compounds, 0.15% hits; AID 540267, 2011; in the data active = activity change below about -80%; inconclusive = between about -30% and that limit;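 also: parasites exposed to compound for two days anaerobically before the ATP read; % is scaled to controls: 0 for no effect and ±100 for the full control effect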
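Compounds were tested on trophozoites seeded at 100 cells/well and held 48 hrs at 37 deg C anaerobically. An ATP-based luminescent kit measured the remaining live cells.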
Rab9 promoter act – qHTS Assay for Rab9 Promoter Activators; Huh7 Rab9 promoter-luciferase reporter, luminescence, 24 h; Potency, µM (titrated, usually from 9.22 µM), inactives show at the highest dose activation, negative = inhibition, most hits filed as activators; 320,000 compounds, 2.8% hits; AID 485297, 2010; also: potency is read from the fitted curve at half-maximal effect; % of control where 0% means no effect; nearly all actives have a fitted effect of over 60% in size
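Huh7 cells stably carrying a Rab9 promoter-luciferase reporter, 1500 cells per well in OP-MEM I with 10% FBS, treated with compound 24 hours at 37C. Luciferase activity read by luminescence after 10 minutes with Amplite reagent.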
FLuc counter – qHTS profiling assay for firefly luciferase inhibitor/activator using purifed enzyme and Km concentrations of substrates (counterscreen for miR-21 project). Luciferin 4-monooxygenase (Photinus pyralis), P08659. purified FLuc, Km substrates, luminescence inhibition. Potency, µM (doses to about 57.5 µM), inactives show at the top dose activity change, negative = inhibition, actives largely listed as inhibitors. 360,000 compounds, 6.9% hits;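 also: potency is read from the fitted curve at half-maximal effect; plate controls were vehicle for no effect and reference inhibitor for full effect; nearly all actives have a fitted effect of over 55% in size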
Target sequence (P08659 whole entry, looked up): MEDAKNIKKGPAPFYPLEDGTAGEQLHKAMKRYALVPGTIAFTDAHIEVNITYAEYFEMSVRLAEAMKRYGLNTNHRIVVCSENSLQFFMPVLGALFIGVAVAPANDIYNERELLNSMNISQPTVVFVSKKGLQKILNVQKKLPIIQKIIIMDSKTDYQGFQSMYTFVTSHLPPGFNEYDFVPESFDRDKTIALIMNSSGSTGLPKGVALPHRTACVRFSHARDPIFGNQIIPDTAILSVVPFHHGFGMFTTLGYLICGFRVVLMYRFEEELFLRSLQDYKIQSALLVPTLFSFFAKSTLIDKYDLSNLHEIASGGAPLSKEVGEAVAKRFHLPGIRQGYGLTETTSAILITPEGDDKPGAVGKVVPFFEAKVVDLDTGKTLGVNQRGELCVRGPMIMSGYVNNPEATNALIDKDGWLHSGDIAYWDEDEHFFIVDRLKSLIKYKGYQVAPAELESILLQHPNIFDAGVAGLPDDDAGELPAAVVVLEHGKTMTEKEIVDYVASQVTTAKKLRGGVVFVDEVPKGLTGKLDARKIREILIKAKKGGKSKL
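Purified P. pyralis luciferase (10nM final) with 10uM D-luciferin and 10uM ATP (Km levels) in 50mM Tris acetate pH 7.5, 10mM Mg acetate, 0.01% Tween-20, 0.05% BSA; qHTS 6-point titration, ~60 µM downward; luminescence read.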
NPC1 promoter act – qHTS Assay for NPC1 Promoter Activators; 320,000 compounds, 2.4% hits; Potency, µM (doses to about 9.22 µM), for inactives: at the highest dose activation, most hits filed as activators; Huh7 NPC1 promoter luciferase reporter, 24 h;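 also: potency is read from the fitted curve at half-maximal effect; % of control where 0% means no effect; nearly all actives have a fitted effect of over 60% in size; reporter is driven by a mutant NPC1 promoter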
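Luminescence from an NPC1 promoter-driven luciferase reporter in stably transfected Huh7 cells was measured after 24 h compound treatment at 37 °C, followed by 10 min ambient incubation with luciferase detection reagent.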
ELG1 genotoxic – qHTS screen for small molecules that induce genotoxicity in human embryonic kidney (HEK293T) cells expressing luciferase-tagged ELG1 | 330,000 compounds, 1.3% hits | HEK293T ELG1-luciferase reporter, luminescence, 16 h | AID 504466, 2011 | Potency, µM (highest dose often 46 µM), for the others: at the highest dose activity change, positive = activation, hits mostly activators; also: potency is read from the fitted curve at half-maximal effect; % of control where 0% means no effect; nearly all actives have a fitted effect of over 60% in size
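ELG1-luciferase HEK293T cells, 2,000/well; compound pinned in; 16 hr, 37 °C, 5% CO2; ONE-Glo, 30 min RT; luminescence on CCD imager.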
p53 reactivation – qHTS assay for re-activators of p53 using a Luc reporter | H1299 p53-A138V BP100-luciferase reporter, luminescence, 24 h | Potency, µM (doses to about 92.2 µM), inactives show at the highest dose activity change, positive = activation, hits mostly activators | 320,000 compounds, 0.063% hits; also: potency is read from the fitted curve at half-maximal effect; % of control where 0% means no effect; nearly all actives have a fitted effect of over 45% in size
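p53-null H1299 cells stably carrying temperature-sensitive p53-A138V and a BP100-luciferase reporter were pinned with compounds (4-point, 1:5 series) and held 24 hrs at 37 deg C. Luminescence was read 10 min after detection reagent.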
RORg inh – qHTS for inhibitors of ROR gamma transcriptional activity | Drosophila S2 Gal4-RORgamma UAS-luciferase reporter, 20 h | Potency, µM (top dose mostly 53.6 µM), without a hit: top-dose activity change, negative = inhibition, usual class: inhibitors | 310,000 compounds, 5.4% hits | AID 2551, 2010; also: potency is read from the fitted curve at half-maximal effect; % is scaled to controls: 0 for no effect and ±100 for the full control effect; nearly all actives have a fitted effect of over 60% in size
Target sequence (P51450 whole entry, looked up, the tested form may be a part): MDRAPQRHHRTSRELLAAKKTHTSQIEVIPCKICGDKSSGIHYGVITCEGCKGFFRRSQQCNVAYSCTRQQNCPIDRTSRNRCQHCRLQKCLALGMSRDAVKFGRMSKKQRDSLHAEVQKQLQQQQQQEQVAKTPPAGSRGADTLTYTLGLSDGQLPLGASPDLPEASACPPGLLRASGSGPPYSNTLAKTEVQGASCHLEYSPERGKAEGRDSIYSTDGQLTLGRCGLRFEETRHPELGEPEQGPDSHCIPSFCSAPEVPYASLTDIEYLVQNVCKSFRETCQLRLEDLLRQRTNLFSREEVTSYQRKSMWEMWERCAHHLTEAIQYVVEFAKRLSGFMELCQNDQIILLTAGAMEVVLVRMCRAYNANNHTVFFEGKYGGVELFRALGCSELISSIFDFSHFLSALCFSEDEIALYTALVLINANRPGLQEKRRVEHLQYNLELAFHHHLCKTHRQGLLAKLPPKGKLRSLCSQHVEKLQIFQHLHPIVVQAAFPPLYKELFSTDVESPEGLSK
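ROR gamma transcriptional activity was tracked as Gal4-UAS luciferase output in stably transfected Drosophila Schneider cells, with compound added 1 hr before 700 uM copper sulfate induction and a 20 hr ambient-temperature incubation.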
VP16 counter – VP16 counterscreen qHTS for inhibitors of ROR gamma transcriptional activity; Potency, µM (doses to about 53.6 µM), without a hit: at the highest dose activity, negative = inhibition, most hits filed as inhibitors; 310,000 compounds, 3.5% hits; AID 2546, 2010; Drosophila S2 Gal4-VP16 UAS-luciferase, luminescence, 20 h;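 also: Gal4-VP16 expression switched on by copper sulfate through the metallothionein promoter; potency is read from the fitted curve at half-maximal effect; % is scaled to controls: 0 for no effect and ±100 for the full control effect; nearly all actives have a fitted effect of over 50% in size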
* = called active by the depositor; u = inconclusive; x = not tested or not shown; [ ] = another dose, or the depositor's remark. Unless noted, calls follow the shape of the dose curve; as a rule, active = well fitted curve in the direction sought with a large enough effect; inconclusive = small, poorly fitted or top-dose-only effect, or another doubt; inactive = no such curve, though single readings can be large; an effect the other way counts as inactive or inconclusive. Only part of the results is shown (hit frequency here may not be typical).

SMILES	Menin MLL FP TR	BRCA1 expr act	PKM2 activator	Giardia killer	Rab9 promoter act	FLuc counter	NPC1 promoter act	ELG1 genotoxic	p53 reactivation	RORg inh	VP16 counter
Cn1cc(CN2C[C@]3(C)C[C@H]2CC(C)(C)C3)c(-c2ccc3c(c2)OCCO3)n1	u	26%	-1%	-17	0%	0%	-4%	6%	2%	-1%	-12%
O=C(CCn1c(=S)[nH]c2ccccc2c1=O)NCC1CCCO1 (configuration not stated)	-13%	5%	-1%	5	-6%	-1%	1%	0%	1%	18%	-2%
CCOC(=O)c1cc(CC)sc1NC(=O)c1ccc(N2CCOCC2)c([N+](=O)[O-])c1	7%	8%	0%	11	0%	3%	2%	3%	-13%	8%	-16%
COC(=O)c1sccc1-n1cc(C#N)c(=O)n(C)c1=O	x	-21%	-2%	-3	1%	-1%	-1%	0%	0%	-18%	1%
COc1cc(NC(=O)c2cc3cccc(OC)c3o2)cc(C(=O)Nc2cccc(C(F)(F)F)c2)c1	x	-42%	0%	-10	-7%	u	-2%	-10%	1%	26%	-5%
COc1cc(-c2nnc(COC(=O)CSc3cc(C)c4ccccc4n3)o2)cc(OC)c1OC	u	-1%	-1%	-14	0%	0%	-4%	12%	-4%	-7%	-6%
COc1ccccc1OCc1nnc(SCC(=O)N2CCCCC2)n1-c1ccccc1	-13%	8%	-5%	0	11%	-2%	-1%	3%	-1%	-14%	-7%
COC(=O)c1cc(S(=O)(=O)NCc2ccccc2OC)cn1C	1%	-17%	x	35[activator]	-6%	-1%	-1%	-4%	1%	31%	-16%
Cc1onc(-c2ccccc2)c1C(=O)NNC(=O)c1ccccc1Br	x	4%	x	6	3%	x	0%	0%	-5%	x	x
Cc1ccc(Cl)cc1N1CCN(S(=O)(=O)c2c(C)noc2C)CC1	7%	-32%	x	6	-2%	1%	-3%	-9%	0%	3%	3%
COCCn1c(-c2ccco2)nc2nc3ccccc3nc21	u	-17%	-4%	-6	-6%	u	-4%	-3%	11%	13%	28%
CCOC(=O)NC(CC(=O)O)c1ccc(OC)c(OC)c1 (configuration not stated)	x	2%	-6%	-19	-5%	-3%	1%	-1%	0%	0%	2%
CC1(C)Cc2ccccc2C(=C(C#N)C#N)N1	-4%	-3%	7%	-19	12%	-1%	-2%	4%	-4%	24%	9%
O=C(Nc1nccs1)c1ccc(Cl)nc1	11%	0%	x	-10	15%	-18%	22%	5%	u	u	-11%
CCCn1nc(NS(=O)(=O)c2ccccc2)c2cc3ccccc3nc21	15%	-13%	0%	19	5%	-9%	0%	-5%	-5%	u	-4%
Cc1sc2ncnc(N3CCC(C(=O)NNC(=O)c4ccc(Cl)cc4)CC3)c2c1C	x	-44%	x	-1	-11%	4%	-9%	-7%	-9%	x	x
CC(C)n1c(=S)[nH]c2ccccc21	-1%	3%	-1%	0	7%	0%	0%	3%	-13%	u	u
O=C(NCc1ccccc1)C1CCN(C(=O)Cc2ccccc2)CC1	x	-14%	-4%	6	16%	4%	-6%	-3%	7%	0%	-8%
CC1CCC(NC(=O)c2ccc3nc[nH]c3c2)CC1 (configuration not stated)	2%	11µM*	-1%	-3	25%	u	u	5%	u	20%	2%
N/C(CCS(=O)(=O)c1ccc(Cl)cc1)=N\OC(=O)c1ccccc1Cl	x	-7%	9%	4	2%	3%	3%	3%	u	6%	-25%
O=C(CS(=O)(=O)Cc1ccccc1)Nc1ccc2c(c1)OCO2	16%	21%	-4%	-3	4%	-13%	-1%	4%	5%	3%	4%
O=C(CC(Nc1cccc(Cl)c1Cl)C(=O)OCC(=O)c1cccs1)c1ccccc1 (configuration not stated)	-3%	-49%	-1%	-5	3%	1%	-1%	0%	u	20%	-10%
Cc1ccccc1OCc1nnc(SCC(=O)N2c3ccccc3Sc3ccc(Cl)cc32)o1	-11%	-20%	3%	4	0%	2%	-4%	-4%	0%	25%	-14%
O=C(Cc1ccc(Cl)cc1Cl)NCc1cccnc1	8%	7%	-1%	0	0%	2%	-5%	0%	11%	-2%	-10%
COc1ccc(CC(=O)NNS(=O)(=O)c2ccccc2[N+](=O)[O-])cc1OC	-2%	-3%	0%	15	-9%	2%	-4%	-1%	-3%	-1%	-5%
CCCc1nc(SCC(=O)Nc2cc(C)on2)c2ccccc2n1	-1%	-52%	-3%	-11	3%	0%	0%	-23%	24%	-2%	4%
CCCCC[C@H](O)/C=C/[C@H]1CCC(=O)[C@@H]1CCCCCCC(=O)N1CCCCC1CO (some centres not stated)	u	-63%	x	-2	-6%	2%	-1%	-13%	-4%	0%	-9%
O=C(CNC(=O)c1cccs1)N=Nc1c(O)[nH]c2ccc([N+](=O)[O-])cc12	u	-8%	2%	u	6%	-17%	-4%	-1%	-7%	-19%	-9%
O=C(Cn1ncc2c3ccccc3n(Cc3ccccc3)c2c1=O)NCCCN1CCOCC1	-25%	1%	x	-3	7%	1%	-5%	-1%[9.26 µM]	-4%	-2%	-7%
O=C(CSc1oc(-c2cccs2)nc1S(=O)(=O)c1ccc(F)cc1)NCC1CCCO1 (configuration not stated)	-5%[11.7 µM]	-5%	9%	-10	0%	-2%	-3%	-4%	-5%	u	-7%
CN(CC(=O)Nc1cccc(F)c1)C(=O)c1ccc2c(c1)S(=O)(=O)N=C1CCCCCN12	x	-23%	x	-9	6%	-1%	-14%	-1%	3%	x	x
CC(C)(C)OC(=O)N[C@@H](C(=O)OC(C)(C)C)c1ccc2ccccc2c1	x	1%	x	4	-8%	5%	1%	1%	2%	x	x
COCC(=O)N(Cc1ccco1)c1nnc(C2CCOC2)s1 (configuration not stated)	15%	33%	0%	-9	-30%	0%	5%	-1%	0%	24%	-2%
Cc1c(C)n(Cc2ccccc2)c2ncnc(NN)c12	u	-27%	x	3	-35%[inhibitor]	-2%	-41%[inhibitor]	u	8%	u	16µM*
O=C(CN1CCCC1)Nc1cccc(Cl)c1Cl	-1%	-1%	-3%	-3	3%	4%	-4%	2%	x	u	0%
COc1ccc(OCc2nnc3n2N=C(c2ccc(Br)cc2)CS3)cc1	-5%[11.7 µM]	-44%	-14%	-10	6%	-17%	-2%	-10%	-4%	-2%	1%
CCNC(=S)N/N=C(\C)c1cccc(C(F)(F)F)c1	-9%	-3%	2%	19	1%	-5%	-5%	1%	6%	1.3µM*	4.5µM*
O=C(NC1=NCCS1)C12CC3CC(CC(C3)C1)C2	-4%	11%	-17%	1	14%	-17%	-1%	-1%	18%	7.1µM*	22µM*
Cc1ncc(CN2CCCC(C(=O)Nc3ccc(-c4cccc(F)c4)cc3)C2)n1C (configuration not stated)	x	-41%	-6%	8	11%	0%	3%	-10%	13%	-18%	-9%
O=C(CCN1C(=O)c2ccncc2C1=O)Nc1cc(F)ccc1F	-1%	-7%	5%	-1	-2%	-2%	-4%	13%	1%	13%	-2%
COc1ccc(CCNC(=O)C/C(C)=N/NC(=O)Cc2cccc3ccccc23)cc1OC	x	-7%	-2%	6	-3%	2%	-4%	-1%	-3%	-23%	2%
COc1ccccc1N(C)S(=O)(=O)c1ccc(C(=O)NCC(C)C)cc1	x	-23%	1%	-11	1%	4%	-1%	-6%	-5%	u	8%
COCCC(=O)N1CCC(Oc2ccc(C(=O)NCCCC3CCCC3)cc2)CC1	x	-50%	-4%	21	-3%	-20%	0%	1%	-1%	33%	2%
Nc1nc2ccc(C(=O)N3CCCCC3)cc2s1	x	-2%	x	7	0%	-11%	1%	8%	0%	3%	1%
N#Cc1ccccc1CSc1nc(N)cc(N)n1	7%	17%	1%[11.5 µM]	12	10%	-12%	1%	-2%	-11%	26%	-18%
Cc1ccc(N(c2ncnc(N)c2[N+](=O)[O-])C2CCCCC2)cc1	u	0%	1%	-2	3%	2%	-2%	-7%	-4%	-12%	-5%
COCCN1CC(C(=O)N2CCC(Oc3ccccc3OC)CC2)CCC1=O (configuration not stated)	-4%	-2%	-1%	6	3%	4%	-1%	5%	-2%	1%	-1%
O=C(CCCC(=O)Nc1cccc(Br)c1)N/N=C/c1cc([N+](=O)[O-])ccc1O	u	-53%	3%	1	-2%	-8%	-7%	12%	0%	u	10µM*
CC(=O)Nc1ccc(C(=O)OCC(=O)c2ccc(F)cc2)cc1	-9%	-5%	-1%	-12	-3%	-12%	-3%	7%	15%	33%	-4%

High-throughput results (PubChem BioAssay)
